Source: PubChem (National Center for Advancing Translational Sciences (NCATS))
Apoferritin bind = qHTS Assay for Identification of Novel General Anesthetics; Ferritin light chain (Equus caballus), P02791; apoferritin/1-aminoanthracene competitive binding, fluorescence; Potency, µM (top dose mostly 77.5 µM), for the others: top-dose activity change, negative = displacement, hits mostly inhibitors; 0.074% of 350,000 active; also: potency is read from the fitted curve at half-maximal effect; % is scaled to controls: 0 for no effect and ±100 for the full control effect; nearly all actives have a fitted effect of over 20% in size
Target sequence (P02791 2-175 limits assumed): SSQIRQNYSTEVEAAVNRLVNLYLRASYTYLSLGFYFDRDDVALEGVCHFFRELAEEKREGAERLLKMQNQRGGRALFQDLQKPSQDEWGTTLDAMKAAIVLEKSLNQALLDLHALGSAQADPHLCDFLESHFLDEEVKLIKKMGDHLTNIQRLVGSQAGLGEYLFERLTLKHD
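10 uM apoferritin + 50% sat. 1-AMA, PBS; cpd 10 min RT; Ex380/Em535 endpoint; normalized to free probe vs complex; 4-param Hill fit; propofol titration as pos. ctrl.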
BLM helicase inh = qHTS Assay for Inhibitors of Bloom's syndrome helicase (BLM) | RecQ-like DNA helicase BLM (Homo sapiens), P54132 | recombinant BLM DNA unwinding, fluorescence dequenching | Potency, µM (highest dose often 56.1 µM), for the others: top-dose activity change, negative = inhibition, most hits filed as inhibitors | 0.2% of 350,000 active | AID 2528, 2010;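 also: potency is read from the fitted curve at half-maximal effect; plate controls were vehicle for no effect and no enzyme for full effect; nearly all actives have a fitted effect of over 35% in size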
ERG-DNA inh = qHTS for Small Molecule Inhibitors of the ERG Ets/DNA interaction; fluorescence polarization, His-ERG Ets domain / labelled DNA; Potency, µM (doses to about 76.9 µM), inactives show top-dose FP activity, negative = inhibition, usual class: inhibitors; 0.028% of 370,000 active; AID 624246, 2012; active = well fitted inhibition curve with a large enough effect in the polarisation, with a control signal flat; inconclusive = small, poorly fitted or top-dose-only effect, or effect the other way, or a change in a side signal; inactive = no such curve, though single readings can be large or run the other way; the % refers to the polarisation;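 also: polarization taken with two DNA probes labelled with fluorescein and Texas red; potency is read from the fitted curve at half-maximal effect; % of control where 0% means no effect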
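His-tagged ERG Ets domain (1 uM in the protein solution; 300mM KCl, 50mM Tris-HCl, 1mM EDTA, 1mM DTT, pH 7.5) received compound, then a probe mix of 5 nM fluorescein-DNA and 100nM Texas-615-DNA. Fluorescence polarization was read for both dyes.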
POLK inh = qHTS for Inhibitors of Polymerase Kappa. DNA polymerase kappa (Homo sapiens), Q9UBT6. purified Pol kappa, fluorescent DNA synthesis assay, 10 min. Potency, µM (doses to about 107 µM), without a hit: at the top dose activity, negative = inhibition, usual class: inhibitors. 0.53% of 400,000 active; also: potency is read from the fitted curve at half-maximal effect; % is scaled to controls: 0 for no effect and ±100 for the full control effect
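Here, compound and 10 nM enzyme are combined for 15 min at room temperature; adding 50 nM substrate (final) starts DNA synthesis, tracked by fluorescence at 0 and 10 min against buffer-only wells.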
ALOX12 inh = Primary qHTS assay for inhibitors of human arachidonate 12S-lipoxygenase (ALOX12): Round 2 | purified 12hLO, xylenol orange hydroperoxide absorbance | Polyunsaturated fatty acid lipoxygenase ALOX12 (Homo sapiens), P18054 | Potency, µM (highest dose often 108 µM), without a hit: top-dose activity change, negative = inhibition, hits mostly inhibitors | 1.1% of 580,000 active; also: potency is read from the fitted curve at half-maximal effect; % is scaled to controls: 0 for no effect and ±100 for the full control effect
Target sequence (P18054 whole entry, looked up): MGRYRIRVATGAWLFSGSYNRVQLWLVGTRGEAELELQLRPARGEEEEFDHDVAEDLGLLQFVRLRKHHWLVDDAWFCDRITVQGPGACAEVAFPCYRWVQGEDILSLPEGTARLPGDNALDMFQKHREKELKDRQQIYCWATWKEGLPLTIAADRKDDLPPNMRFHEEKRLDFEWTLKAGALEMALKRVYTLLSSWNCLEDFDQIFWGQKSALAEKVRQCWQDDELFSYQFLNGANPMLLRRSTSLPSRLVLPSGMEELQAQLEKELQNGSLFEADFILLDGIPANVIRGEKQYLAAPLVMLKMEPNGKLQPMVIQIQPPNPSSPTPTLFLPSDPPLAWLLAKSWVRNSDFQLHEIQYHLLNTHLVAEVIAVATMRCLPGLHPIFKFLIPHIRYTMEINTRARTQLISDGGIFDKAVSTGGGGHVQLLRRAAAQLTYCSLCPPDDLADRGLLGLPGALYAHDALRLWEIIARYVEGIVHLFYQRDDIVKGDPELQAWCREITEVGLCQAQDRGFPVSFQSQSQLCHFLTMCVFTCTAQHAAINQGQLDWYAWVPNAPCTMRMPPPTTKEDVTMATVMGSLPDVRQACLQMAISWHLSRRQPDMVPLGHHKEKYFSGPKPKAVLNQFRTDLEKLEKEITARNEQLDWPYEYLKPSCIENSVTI
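Hydroperoxide product was detected by ferrous iron/xylenol orange as the 573 to 405 nm absorbance ratio. Arachidonic acid at 40 uM (final) was turned over for 30 min at room temperature by 150 nM human 12hLO, pH 7.0 Hepes buffer, after 15 min compound preincubation.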
Pol beta inh = qHTS Assay for Inhibitors of DNA Polymerase Beta; Potency, µM (titrated, usually from 114 µM), for inactives: top-dose activity change, negative = inhibition, usual class: inhibitors; AID 485314, 2010; 1.3% of 340,000 active; P06746; Pol beta primer extension/strand displacement, fluorescence kinetic; also: potency is read from the fitted curve at half-maximal effect; % is scaled to controls: 0 for no effect and ±100 for the full control effect
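Preincubation: enzyme (10 nM) with compound, 15 min, RT. Reaction: substrate added to 50 nM final. Reads: 0 and 10 min. Analysis: normalized, Hill fit.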
TRHR ag = qHTS for Small Molecule Agonists and Allosteric Enhancers of Human TRH Receptor: Primary Screen for Agonists; AID 493084, 2011; TRHR cells, calcium flux fluo-8, FDSS agonist mode; Thyrotropin-releasing hormone receptor (Homo sapiens), P34981; activation, % at 2 µM; 0.18% of 360,000 active; in the data active = activation above about 30%; also: 0% is about no effect
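In this calcium-flux screen, cells bearing human TRHR are dye-loaded with fluo-8, baselined for 10 cycles, then exposed to library compounds; positive kinetic calcium responses during the agonist phase mark hits, with TRH as control.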
POLI inh = qHTS for Inhibitors of Polymerase Iota; 1% of 390,000 active; DNA polymerase iota (Homo sapiens), Q9UNA4; AID 588590, 2011; Potency, µM (top dose mostly 115 µM), for the others: at the highest dose activity, negative = inhibition, hits mostly inhibitors; Pol iota fluorescent replication assay, 10 min; also: potency is read from the fitted curve at half-maximal effect
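Pol iota at 10 nM preincubated 15 min with compounds at room temperature; reaction started with fluorescent substrate, 50 nM final. Fluorescence read kinetically at 0 and 10 min; buffer-only wells as negative control.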
APEX1 inh = qHTS Assay for Inhibitors of the Human Apurinic/apyrimidinic Endonuclease 1 (APE1); DNA repair nuclease/redox regulator APEX1 (Homo sapiens), P27695; recombinant APE1, TAMRA/BHQ-2 abasic DNA cleavage fluorescence; Potency, µM (highest dose often 65.8 µM), inactives show at the highest dose activity change, negative = inhibition, most hits filed as inhibitors; 0.35% of 350,000 active;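 also: potency is read from the fitted curve at half-maximal effect; plate controls were vehicle for no effect and reference inhibitor for full effect; nearly all actives have a fitted effect of over 55% in size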
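Incision of a quenched TAMRA/BHQ-2 THF abasic-site duplex (50 nM) by 0.75 nM APE1, after 15 min compound preincubation, measured as fluorescence increase over three 60 s reads. Values normalized to buffer, DMSO and NSC13755 control wells.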
Numbers without * were called inactive; ? = inconclusive; . = not tested or not shown; [ ] = remark or other dose. Unless noted, calls follow the shape of the dose curve; as a rule, active = well fitted curve in the direction sought with a large enough effect; inconclusive = small, poorly fitted or top-dose-only effect, or another doubt; inactive = no such curve, though single readings can be large; an effect the other way counts as inactive or inconclusive. This is a subset; count on the stated rates, not on these rows.

structure | Apoferritin bind | BLM helicase inh | ERG-DNA inh | POLK inh | ALOX12 inh | Pol beta inh | TRHR ag | POLI inh | APEX1 inh
Cc1cccc(-c2cc3nc(C)cc(NCCCn4ccnc4)n3n2)c1 | -8% | 4% | 4% | -6% | -13% | 6% | -0.5 | ? | -4%
CCOC(=O)c1cnc(-c2ccccc2)nc1Oc1ccc(OC)cc1 | -5% | -7% | -1% | 0% | -8% | 28% | 0.5 | 2% | 15%
CCCCSCCCNC(=O)c1cn(CC)c2ccc(S(=O)(=O)N3CCCCCC3)cc2c1=O | ? | -3% | -2% | -4% | ? | -8% | 1.8 | 28% | .
O=C(Cc1cccc(C(F)(F)F)c1)NCc1cccnc1 | -5% | -1% | 10% | 1% | 14% | 95% | -0.8 | 39%[activator] | 11%
O=C(O)c1cccc(C(=O)O)n1 | -5% | 0% | . | . | -28%[176 µM] | 16% | 0.5 | . | 13%
COc1ccc(Nc2nnc(SCC(=O)NC3CCS(=O)(=O)C3)s2)cc1 (stereo not drawn) | . | . | 7% | 1% | -17% | . | 0.1 | -6% | 31%
COc1ccccc1NC(=O)CSc1nnc(CCNC(=O)c2ccc(C)cc2)n1C | -5% | -3% | 1% | 14% | 0% | 32% | -0.5 | 39%[activator] | 7%
CCc1nnc(NC(=O)CSc2nnc(-c3ccco3)n2CC)s1 | -17% | -1% | 1% | 9% | -14% | 2% | -0.2 | 3% | 1%
CCN(CC)C(=O)c1sc(NC(=O)c2c(OC)cccc2OC)c(C#N)c1C | -3% | -9% | 1% | -6% | -4% | -1% | 0.4 | 18% | -5%
O=C(COC(=O)c1ccc(S(=O)(=O)N2CCOCC2)cc1)NCc1ccccc1 | . | . | -1% | 4% | 19% | . | . | 18% | 37%
CC(C)C(=O)N1C2CCC1CC(O)(c1ccc(F)cc1)C2 (stereo not drawn) | -5% | -2% | -3% | -5% | 0% | 30% | 0.5 | 16% | 14%
C=C(C)CNC(=S)N/N=C1\CCCCc2ccccc21 | -21% | 2% | 0% | -16% | 35µM* | 3%[57.1 µM] | -0.9 | 31%[activator] | 1%
Nc1nc(=S)[nH]c2c1C1(CCCCC1)Cc1ccccc1-2 | -15% | 4% | -14% | -19% | ? | -6% | 0.2 | 5% | 1%
O=C(c1ccco1)N1CCC[C@@]2(CCN(C(c3ccccc3)c3ccccc3)C2)C1 | . | -9% | . | 5%[60.1 µM] | -23%[57.4 µM] | . | . | . | -3%
O=[N+]([O-])c1ccc(S(=O)Cc2ccccc2)c([N+](=O)[O-])c1 (stereo not drawn) | . | . | 3% | -12% | ? | . | . | ? | .
CC1(C)Cc2nc(NCCN3CCOCC3)c(C#N)cc2CO1 | -6% | -3% | 14% | 7% | ? | -12% | 1.2 | 0% | -1%
CC(C)Cc1nnc(NC(=O)CSc2nc(N)cc(=O)[nH]2)s1 | 1% | 0% | -4% | 7% | 0% | 1% | 0.8 | 1% | 13%
COc1cccc(CNC(=O)c2cccnc2Sc2ccc(C)cc2C)c1 | -17% | -7% | -4% | -11% | -1% | -7% | -0.2 | 7% | -10%
CC(=O)c1ccc(NC(=O)c2sc3nc(N4CCOCC4)c4c(c3c2N)CCCC4)cc1 | -21% | 3% | 0% | -12% | -12% | -27% | 0.0 | -4% | 3%
O=C(CSc1nnc(-c2ccco2)n1Cc1ccco1)N1CCOCC1 | -10% | 1% | -3% | 10% | -2% | -10% | 0.0 | -13% | 0%
CCOC(=O)c1cccc(NS(=O)(=O)c2ccc3[nH]c4c(c3c2)CCCC4)c1 | -4% | -14% | -3% | -9% | ? | 23% | -0.1 | -5% | .
COc1ccc(-c2cc(=O)oc3c4c(ccc23)OCN(Cc2ccccc2)C4)cc1 | 160%[activator] | 7% | 4% | 12% | -19% | 41% | 0.5 | -3% | .
CCCS(=O)(=O)N1CCC(C(=O)NC2CCCCC2C)CC1 (stereo not drawn) | -7% | 3% | 0% | -1% | 0% | 1% | 0.3 | 8% | -7%
COc1cc(C(=O)CCN2CCC(c3ccccc3)C2)cc(OC)c1OC (stereo not drawn) | -15% | -6% | -9% | 10% | -15% | 21% | -0.8 | 21% | 1%
Cc1cc(-c2n[nH]c(=S)n2CC(C)C)cs1 | -3% | 1% | 2% | -6% | ? | -21% | -1.1 | -19% | -4%
COCCNC(=O)CCCn1c(SCC(=O)Nc2cccc(C)c2)nc2c(sc3ccccc32)c1=O | ? | -3% | 5% | -9% | -26% | 1% | 0.0 | 18% | .
CNS(=O)(=O)c1ccc2nc(NC(=O)/C=C/c3ccco3)sc2c1 | -2% | -4% | 22% | ? | -8% | ? | 0.7 | 50µM* | ?
COc1ccc(NC(=O)CCCn2c(=O)c3sccc3n(Cc3ccc(C)cc3)c2=O)cc1 | -14% | 5% | 5% | -3% | -20% | 0% | 0.3 | 30% | 19%
O=C(Nc1ccc2[nH]c(=S)sc2c1)Nc1ccccc1F | -16% | -6% | 0% | 8% | 14µM* | -1% | 0.2 | ? | ?
CCc1noc(C)c1C(=O)N1CCC(CCC(=O)Nc2cccc(C)c2)CC1 | -6% | 1% | 19% | -17% | 7% | -1% | -0.3 | 0% | -13%
CCc1ccnc(NS(=O)(=O)c2ccc3c(c2)OCCO3)c1 | -8% | -3% | 9% | 5% | 125%[activator] | 2% | 1.0 | 0%[58.9 µM] | -2%
CN(C)S(=O)(=O)c1cc(NC(=O)CSc2cccc[n+]2[O-])ccc1Cl | . | . | 1% | -11% | -29% | . | 0.2 | -18% | 45%[activator]
CCCCCC(=O)NC(=S)NNC(=O)c1ccc([N+](=O)[O-])cc1 | -14% | 2% | 0% | -13% | -36% | 1% | 0.6 | 5% | -1%
CCCCC(=O)NC(c1ccc(OC)c(OC)c1)c1ccc2cccnc2c1O (stereo not drawn) | . | . | -13% | -18% | -19% | . | . | 24% | .
CCC(CC)C(=O)Nc1ccc2nc(SCC(=O)N3CCc4ccccc43)sc2c1 | -10% | -5% | 4% | -3% | -23% | -9% | 0.0 | 4% | .
COc1cccc(C(=O)NNC(=O)CCN2CCN(c3ccccc3)CC2)c1 | . | . | 0% | -8% | 3% | . | . | 83%[activator] | 33%
CCNc1nc(Oc2c(Cl)cccc2Cl)cc(C(F)(F)F)n1 | ? | -16% | 3% | -1% | ? | 31% | . | -6% | 9%
O=C(C(Cl)Cl)N1CCN(Cc2ccccc2)CC1 | -5% | -10% | -17% | -9% | 6% | 55% | 0.4 | -15% | -6%
CCCC(C)C(=O)Nc1ccc(F)c(Cl)c1 (stereo not drawn) | ? | -3% | 11% | -5% | 1% | 0% | -0.8 | 22% | 1%
CN1CCN(CCC(=O)Nc2cccc(F)c2)CC1 | -11% | -4% | 2% | 1% | 13% | 4% | -0.5 | 39%[activator] | -3%
CCOC(=O)C1=C(C)NC(=O)NC1c1ccsc1 (stereo not drawn) | -6% | -1% | 3% | 3% | 35%[activator] | -3% | 0.1 | 8% | 2%
CSc1ccc(C2c3c(oc4ccccc4c3=O)C(=O)N2CCCN2CCOCC2)cc1 (stereo not drawn) | -4% | -2% | -3% | -3% | -42% | 0% | 0.7 | -2% | .
CSCCC(NC(=O)c1ccc(Cl)c([N+](=O)[O-])c1)C(=O)N1CCN(C/C=C/c2ccccc2)CC1 (stereo not drawn) | . | . | -2% | -9% | -8% | . | 0.1 | -24% | -10%
Cc1ccc2c(c1)C(O)(CC(=O)c1ccc3c(c1)OCO3)C(=O)N2 (stereo not drawn) | -7% | -1% | 16% | -7% | 0% | -7% | 0.1 | -4% | -3%
Cc1ccc(C(=O)NC(=S)NNS(=O)(=O)c2ccc(C)cc2)cc1 | -14% | -2% | 0% | -25% | ? | 0% | -0.4 | 7% | 1%
NC(=O)C1CCN(C(=O)CNC(=O)c2ccccc2)CC1 | 2% | 0% | 7% | -7% | 0% | 25% | 1.0 | 133%[activator] | ?
CCOC(=O)C1=C(COC(=O)CCOc2ccc(OCC)cc2)NC(=O)NC1C (stereo not drawn) | . | . | 0% | 6% | 106% | . | -0.8 | 12% | 30%
COC(=O)c1cc(-c2ccc(Br)cc2)n[nH]1 | ? | -1% | -10% | -3% | 0% | 0% | -0.7 | 6% | 4%
Cc1ccc(NC(=O)Nc2nnc(Cc3ccc([N+](=O)[O-])cc3)s2)cc1 | 2% | -7% | -2% | -37% | -16% | 1% | 0.9 | ? | 3%
CNC(=O)/C(C#N)=C/c1ccc(-c2ccccc2[N+](=O)[O-])o1 | -17% | -1% | 15% | -7% | -22% | 1% | -0.2 | 0% | 0%
O=C(O)c1cccc(NC(=S)NCc2ccccc2)c1 | -3% | 2% | -1% | -5% | ? | 20% | 1.3 | 33%[activator] | 5%
CCCNC(=O)CN(c1cccc(F)c1)S(C)(=O)=O | -1% | 2% | 9% | -2% | 13% | 0% | 0.2 | -7% | 0%
CC(=O)NS(=O)(=O)c1ccc(NC(=S)NC(=O)Cc2ccccc2)cc1 | -4% | -4% | 11% | 1% | -16% | -10% | -0.6 | 18% | 0%
